Compound activity: PubChem BioAssay, National Center for Advancing Translational Sciences (NCATS)
HADH2 inhib = HADH2 (human) dehydrogenase inhibition | Q99714 | recombinant HADH2, NADH fluorescence, beta-hydroxybutyryl-CoA | Potency, µM (titrated, usually from 57.1 µM), inactives show at the highest dose activity change, negative = inhibition, most hits filed as inhibitors | actives 3.4% (n = 73,000) | AID 886; further: potency means the concentration at half of the fitted maximal effect; on the % scale 0 is the no-effect control and ±100 the full control effect; nearly all actives have a fitted effect of over 60% in size; many of its hits are not listed in these tables
Target sequence (Q99714 whole entry, looked up, one chain of several): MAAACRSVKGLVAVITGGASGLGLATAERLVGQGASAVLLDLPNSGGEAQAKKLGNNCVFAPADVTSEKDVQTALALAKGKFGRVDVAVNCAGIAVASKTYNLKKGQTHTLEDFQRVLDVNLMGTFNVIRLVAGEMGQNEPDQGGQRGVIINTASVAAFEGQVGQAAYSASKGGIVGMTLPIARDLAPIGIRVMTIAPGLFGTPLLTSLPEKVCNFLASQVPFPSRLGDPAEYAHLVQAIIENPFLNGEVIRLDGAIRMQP
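20 nM HADH2 + cpd, 15 min RT; add 1 mM NAD+/90 uM beta-hydroxybutyryl-CoA; kinetic fluorescence 360/450 nm, 4 min. Tris-HCl pH 9.0, 0.01% Tween-20.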
Luciferase inh = firefly luciferase inhibition; P08659; purified firefly luciferase, luminescence, 8 min; Potency, µM (series often up to 57.1 µM), inactives show at the top dose activity change, negative = inhibition, hits mostly inhibitors; actives 2.2% (n = 72,000); AID 411; further: potency means the concentration at half of the fitted maximal effect; on the % scale 0 is the no-effect control and ±100 the full control effect; nearly all actives have a fitted effect of over 40% in size
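Firefly luciferase (PKLight detection mix) with 10 uM ATP in pH 7.2 imidazole buffer (KCl, MgCl2, Tween 20, BSA). Compounds tested across a concentration series (qHTS). Luminescence read after 8 min at ambient temperature.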
ERK AVP inh = vasopressin-driven ERK pathway inhibition. Potency, µM (highest dose often 57.5 µM), for inactives: top-dose activity, negative = inhibition, actives largely listed as inhibitors. HEK293-V1b, vasopressin-stimulated pERK AlphaScreen. actives 0.99% (n = 72,000); further: potency means the concentration at half of the fitted maximal effect; on the % scale 0 is the no-effect control and ±100 the full control effect; nearly all actives have a fitted effect of over 55% in size
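qHTS, compounds titrated on V1b-expressing HEK293 cells. Preincubation 30 min at 37C, vasopressin 25 nM for 5 min, lysis 10 min, bead incubation 5 hr at room temperature.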
Hsp90 Hop PPI = changes Hsp90-Hop TPR2A binding signal, up or down | AlphaScreen TPR2A-His6 binding biotin-Hsp90 C-terminal peptide | Potency, µM (top dose mostly 57 µM), for inactives: top-dose activity change, negative = inhibition | actives 0.44% (n = 71,000); active means well fitted curve in either direction with a large enough effect; inconclusive means small, poorly fitted or top-dose-only effect, or another doubt; further: potency means the concentration at half of the fitted maximal effect; on the % scale 0 is the no-effect control and ±100 the full control effect; many of its hits are not listed in these tables
Epigenetic mod = epigenetic GFP locus derepression in mouse cells; mouse C127i GFP locus derepression, cytometry, 30 h; Potency, µM (doses to about 46.1 µM), inactives show at the top dose GFP derepression (activation); actives 0.09% (n = 68,000); AID 597; further: % of control where 0% means no effect
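Murine C127i mammary cells carrying a silenced, stably integrated CMV-driven GFP reporter were treated with compound for 30 hours at 37 C. After PBS washes, GFP-positive cells were counted by laser-scanning microplate cytometry.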
DNA Pol III inh = DNA polymerase III holoenzyme inhibition; AID 603; actives 0.25% (n = 71,000); reconstituted DNA polymerase III holoenzyme replication, biochemical; Potency, µM (doses to about 57.1 µM), for the others: at the top dose activity change, negative = inhibition; further: potency means the concentration at half of the fitted maximal effect; on the % scale 0 is the no-effect control and ±100 the full control effect
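Reconstituted *E. coli* holoenzyme (0.35 nM Pol III, 1 nM beta, 154 nM SSB, 2 nM primase) was preincubated with compound for 15 min at RT. Synthesis on 1.4 nM ssM13Gori ran 35 min, then was stopped with PicoGreen/EDTA and read as dsDNA fluorescence.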
Tau fil binding = binds recombinant human tau filaments; recombinant tau filaments, thioflavin S fluorescence, 15 h; filaments grown with octadecylsulfate alongside compound; Potency, µM (doses to about 57.1 µM), inactives show top-dose activity change, negative = inhibition; actives 2% (n = 71,000); AID 596;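 further: potency means the concentration at half of the fitted maximal effect; on the % scale 0 is the no-effect control and ±100 the full control effect; actives lower thioflavin S fluorescence by blocking filaments or displacing dye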
Target sequence (P10636 whole entry, looked up): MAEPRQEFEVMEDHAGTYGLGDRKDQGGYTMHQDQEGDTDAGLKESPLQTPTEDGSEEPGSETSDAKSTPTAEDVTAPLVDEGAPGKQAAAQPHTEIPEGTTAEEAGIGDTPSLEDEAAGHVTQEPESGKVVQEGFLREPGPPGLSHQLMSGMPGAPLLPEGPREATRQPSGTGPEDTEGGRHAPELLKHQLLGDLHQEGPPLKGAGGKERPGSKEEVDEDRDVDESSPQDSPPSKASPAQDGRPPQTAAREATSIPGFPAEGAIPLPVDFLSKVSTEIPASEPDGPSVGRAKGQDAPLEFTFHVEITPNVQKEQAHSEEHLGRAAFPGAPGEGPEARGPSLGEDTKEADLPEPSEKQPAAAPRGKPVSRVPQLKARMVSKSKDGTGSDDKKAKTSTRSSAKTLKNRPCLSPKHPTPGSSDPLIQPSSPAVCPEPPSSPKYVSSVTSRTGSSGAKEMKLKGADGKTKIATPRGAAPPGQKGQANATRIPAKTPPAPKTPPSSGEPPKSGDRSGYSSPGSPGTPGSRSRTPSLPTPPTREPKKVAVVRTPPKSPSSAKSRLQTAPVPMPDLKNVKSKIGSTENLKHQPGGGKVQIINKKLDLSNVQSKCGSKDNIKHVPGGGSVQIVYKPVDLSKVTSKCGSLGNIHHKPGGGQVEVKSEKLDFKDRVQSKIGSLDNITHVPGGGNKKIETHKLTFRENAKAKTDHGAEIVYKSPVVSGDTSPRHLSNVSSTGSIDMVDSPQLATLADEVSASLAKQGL
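Tau 2 uM in ThS buffer dispensed; compound added; 60 uM ODS added (finals 1 uM tau, 30 uM ODS); 15 h 37 C; fluor ex450/em510.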
Ub-GFP proteasome = ubiquitin-GFP accumulation via proteasome inhibition. Ubiquitin-GFP reporter cells, proteasome inhibition, GFP fluorescence; response scale: untreated = 0%, 10 µM MG-132 = 100%. Potency, µM (top dose mostly 45.9 µM), inactives show at the highest dose activation (GFP accumulation), most hits filed as activators. 67,000 tested, under 10 active; active means well fitted activation curve with a large enough effect, not every such curve was filed as active; inconclusive means small, poorly fitted or top-dose-only effect, or another doubt; inactive means no such curve, though single readings can be large or run the other way; further: potency means the concentration at half of the fitted maximal effect
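U2OS Ub(G76V)-GFP reporter; O/N plating, 0.5% FBS; cpd 46 uM–2.9 nM, 4 h, 37 °C; GFP+ cell count, 488/515 nm; norm. to basal vs 10 uM MG-132; CRC fit.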
ALOX15 inhib = inhibitors of human 15-lipoxygenase (ALOX15) | actives 1.4% (n = 74,000) | purified 15hLO-1, xylenol orange hydroperoxide absorbance | Potency, µM (doses to about 57.1 µM), for inactives: at the highest dose activity change, negative = inhibition, most hits filed as inhibitors | AID 887; further: potency means the concentration at half of the fitted maximal effect; on the % scale 0 is the no-effect control and ±100 the full control effect; nearly all actives have a fitted effect of over 55% in size
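40 nM 15hLO-1 + cpd, 15 min RT; start w/ 50 uM AA (final), 6 min RT; stop/detect w/ 200 uM XO + 300 uM Fe(II) in 50 mM H2SO4, 30 min; A573/A405. Buffer 25 mM Hepes pH 7.5, 0.01% Triton X-100. No-enzyme wells as negative control.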
CRE Fsk mod = alters forskolin-stimulated CRE reporter signaling in CHO cells. CHO CRE-bla reporter (cAMP response element driving beta-lactamase), forskolin EC10, beta-lactamase ratio. AID 662. actives 2.5% (n = 71,000). Potency, µM (highest dose often 38.2 µM), for inactives: at the top dose activity change, negative = inhibition, usual class: activators; active means well fitted activation curve with a large enough effect in the signal ratio, with a control signal flat, not every such curve was filed as active; inconclusive means small, poorly fitted or top-dose-only effect, or effect the other way, or a change in a side signal; the % refers to the signal ratio; further: potency means the concentration at half of the fitted maximal effect; % of control where 0% means no effect
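Modulation of forskolin signalling: compounds in titration series added with EC10 NKH 477 to CHO cells carrying a CRE-driven beta-lactamase reporter, 3 h, 37C. CCF4 FRET ratio (460/530 nm, ex 405 nm) gives %activity and AC50.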
HBB splicing = modulators of hemoglobin beta chain splicing; HBB splicing reporter cell assay, activation; EGFP reporter with mutant IVS2-654 intron; response scale: normalised to 500 nM splice-correcting PNA; Potency, µM (titrated, usually from 46.1 µM), without a hit: at the highest dose activation, hits mostly activators; actives 0.06% (n = 65,000); further: potency means the concentration at half of the fitted maximal effect; 0% is about no effect
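HeLa cells stably expressing EGFP interrupted by mutant beta-globin intron 2 (IVS2-654), 500/well in 2% FCS. Treated with compound for 2 days at 37C. Splicing correction scored as total well GFP intensity (488 nm excitation, 500-520 nm emission); 500 nM antisense PNA served as control.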
Active calls of the source: *; ? = inconclusive; / = no result given; [ ] = dose if it differs, or a comment. Unless noted, the call rests on the fitted dose curve; in most records, active means well fitted curve in the direction sought with a large enough effect; inconclusive means small, poorly fitted or top-dose-only effect, or another doubt; inactive means no such curve, though single readings can be large; an effect the other way counts as inactive or inconclusive. An excerpt; rates above refer to the full screens.

Fields – ALOX15 inhib | HBB splicing | CRE Fsk mod | DNA Pol III inh | Ub-GFP proteasome | ERK AVP inh | HADH2 inhib | Luciferase inh | Tau fil binding | Epigenetic mod | Hsp90 Hop PPI
#1 CC12CC(NC(=O)N1c1ccc(C(=O)N3CCN(c4ccc(F)cc4)CC3)cc1)c1ccccc1O2 (centres undefined)
 : -22% | 0.1% | -10% | -3% | -4% | 5% | 1% | 7% | -4% | 2% | -4%
#2 c1ccc(CCc2nc(-c3ccncc3)no2)cc1
 : 11% | -1.5% | ? | -2% | -4% | -12% | 12% | -1% | 26% | 2% | 8%
#3 Cc1cccc2cc(C#N)c(SCC(=O)N3CC(=O)Nc4ccccc43)nc12
 : -6% | ? | ? | -6% | 16% | -30% | -2% | 0% | -16% | 16µM* | 0%
#4 COc1ccc(NS(=O)(=O)c2cccc3cccnc23)cc1
 : -9% | -0.3%[57.5 µM] | 9% | 0% | -3% | 21% | 4% | -3% | -12% | 0% | -4%
#5 COc1ccc(Br)cc1C(=O)Nc1cccc(-c2nnc(-c3ccco3)o2)c1
 : -7% | 1.2% | ? | -1% | -10% | -6% | -6% | 2% | 331% | 3% | -4%
#6 C#CCSc1nnc(-c2cccc3ccccc23)o1
 : ? | -1.7%[57.5 µM] | 5% | -1% | 3% | 26% | -6% | -4% | 1% | 2% | 12%
#7 Cc1sc2nc(C(C)Sc3nnc(C)n3-c3ccccc3)[nH]c(=O)c2c1C (centres undefined)
 : -6% | -0.4%[57.5 µM] | -4% | -1% | 1% | 0% | -19% | 0% | -5% | -3% | -1%
#8 Cc1ccc2c(c1)CCCN2C(=O)c1ccc2c(c1)OCO2
 : -9% | 1.2% | -8% | -3% | -1% | -4% | 0% | 3% | 11% | 0% | ?
#9 Cn1nnnc1SCC(=O)N1CCN(c2cccc(Cl)c2)CC1
 : 3% | -0.4% | -7% | -8% | 0% | -1% | 8% | 2% | 2% | 0% | -2%
#10 C=C(C)Cn1c(CCNC(=O)CCC)nc2ccccc21
 : 4% | -0.1% | ? | -7% | -15% | 5% | 6% | 2% | -6% | 1% | -1%
#11 COC(=O)[C@@]1(Cc2ccc(F)cc2)[C@@H]2[C@@H](CC(=O)[C@H]2CC(=O)C(=O)N2CCCC2)CN1C(=O)c1ccccc1
 : / | 0.7% | ? | -11% | / | 41%[activator] | -3% | / | -5% | / | -1%
#12 COc1ccc(-c2nnc(N)s2)cc1
 : 5% | -5.0% | -2% | -3% | ? | -13% | -9% | ? | 8% | 4% | -5%
#13 Cc1nc2nc3c(cn2n1)C(=O)CC(C)(C)C3
 : 4% | 0.4% | -9% | 2% | -4% | -16% | -1% | 2% | 10% | -3% | -3%
#14 CN(C)c1ncc2nc(-c3ccccc3)c(=O)n(-c3ccccc3)c2n1
 : -6% | 3.3% | ? | -2% | -8% | -16% | 9% | 3%[11.4 µM] | 52% | 2%[9.22 µM] | 5%
#15 C#CCCCO/N=C1/C[C@@H](O)[C@@H](O)[C@@H]2[C@@H]3C(=O)N(C[C@@H]4CCCO4)C(=O)[C@H]3CC[C@@H]12
 : -1%[11.4 µM] | 1.9%[9.22 µM] | / | / | / | -13%[11.5 µM] | 0%[11.4 µM] | -1%[11.4 µM] | / | / | /
#16 CC(c1nnc(SCC(=O)NC(=O)NCc2ccco2)n1-c1ccc(Cl)cc1)N(C)C (centres undefined)
 : -15% | -0.3%[57.5 µM] | -17% | 0% | -1% | 3% | 2% | 1% | -10% | 1% | -7%
#17 CCOCCCNc1nc2c(c(=O)[nH]c(=O)n2C)n1CCCc1ccccc1
 : 3% | / | 5% | 0% | 4% | -11% | -1% | 1% | -6% | -1% | 5%
#18 COC(=O)c1ccccc1NC(=O)c1ccco1
 : -22% | / | ? | 1% | 2% | ? | 14% | 2% | 10% | -2% | 3%
#19 O=C(Nc1ccon1)c1ccc2c(c1)OCO2
 : -1% | -1.2% | -15% | -7% | 1% | -2% | 0% | -13% | -8% | 0% | 3%
#20 CC(=O)Nc1ccc(C)cc1NC(C)=O
 : 3% | 1.2% | 19% | -5% | -5% | -4% | 6% | 1% | -1% | -4% | -3%

Three compounds from above with just Hsp90 Hop PPI and CRE Fsk mod.
| entry | SMILES | Hsp90 Hop PPI | CRE Fsk mod |
| --- | --- | --- | --- |
| 18 | COC(=O)c1ccccc1NC(=O)c1ccco1 | 3% | ? |
| 19 | O=C(Nc1ccon1)c1ccc2c(c1)OCO2 | 3% | -15% |
| 20 | CC(=O)Nc1ccc(C)cc1NC(C)=O | -3% | 19% |

Going on with the list:
Fields – ALOX15 inhib | HBB splicing | CRE Fsk mod | DNA Pol III inh | Ub-GFP proteasome | ERK AVP inh | HADH2 inhib | Luciferase inh | Tau fil binding | Epigenetic mod | Hsp90 Hop PPI
#21 C=CCn1c(Cc2cccs2)nnc1SCC(=O)Nc1cccc(OC)c1
 : 9% | 1.9%[57.5 µM] | ? | 0% | 0% | -6% | -5% | -1% | 12% | -2% | -3%
#22 COc1cc(C(c2sc3nc(C)nn3c2O)N2CCOCC2)cc(OC)c1OC (centres undefined)
 : 4% | -0.8% | 8% | 4% | 2% | / | 8% | 1% | -7% | / | 2%
#23 CCOC(=O)N1CCC(NC(=O)C(C)n2c3ccccc3c3cnn(C)c(=O)c32)CC1 (centres undefined)
 : 0% | -3.5% | ? | -3% | -1% | -17% | -1% | 2% | 7% | -1% | 0%
#24 CCOc1ccc(-c2nc3n(c(=O)c2C#N)CCCS3)cc1
 : 1% | 2.2% | 10% | -1% | -15% | -8% | -2% | -1% | -12% | -2% | -3%
#25 CCc1ccc(C(=O)Nc2nnn(CC)n2)cc1
 : -1% | 1.0% | -10% | -11% | 12% | 3% | 2% | 3% | 2% | 0% | -1%
#26 CN(C)CCCOC(=O)CCc1ccccc1
 : -1% | -0.7%[57.5 µM] | -7% | -6% | 2% | -15% | 6% | 1% | -8% | 2% | -4%
#27 C=CCOc1ccc2ccccc2c1CNc1ncn[nH]1
 : 6% | -0.2% | ? | -4% | 4% | -11% | 12% | 3% | 9% | 3% | -3%
#28 Cc1nn(Cc2nc(-c3cccs3)no2)c(C)c1Br
 : -14% | -0.9% | 12% | 3% | -8% | 22% | -17% | -2% | 6% | / | -6%[2.3 µM]
#29 COc1cc(NS(=O)(=O)c2ccc(C)cc2)ccc1-n1cnnn1
 : -2% | -0.4%[57.5 µM] | 9% | -10% | 3% | 12% | 5% | 0% | -1% | -3% | -1%
#30 Cc1cccc(NC(=O)CSc2n[nH]c(-c3ccncc3)n2)c1
 : -9% | / | 0% | -2% | -1% | -12% | -15% | 2% | 0% | -2% | 0%
#31 CCOC(=O)C1C(=O)CC(C)(O)C(C(=O)OCC)C1c1cccc(OC(F)(F)C(F)F)c1 (centres undefined)
 : 3% | 2.2% | ? | 0% | -4% | 11% | 0% | 2% | -4% | -3% | -6%
#32 CCOc1ccccc1Nc1nnc(SCc2ccc(C(=O)OC)o2)s1
 : -9% | 0.1%[57.5 µM] | ? | -5% | 1% | 11% | -29% | 1% | 6% | 8% | 2%
#33 O=C(CSc1ncnc2c1oc1ccccc12)NCC1CCCO1 (centres undefined)
 : 2% | -0.8% | -2% | 4% | -2% | -1% | 2% | 0% | 2% | 5% | -8%
#34 CC1CN(c2oc(-c3ccco3)nc2C#N)CC(C)O1 (centres undefined)
 : 0% | -0.8% | ? | -4% | -10% | -27% | 32µM* | -1% | -5% | 0% | -2%

Some of these compounds in order of their number in ALOX15 inhib, descending.
nr | mol | ALOX15 inhib | CRE Fsk mod | DNA Pol III inh | Ub-GFP proteasome | ERK AVP inh | HADH2 inhib | Luciferase inh | Tau fil binding | Epigenetic mod | Hsp90 Hop PPI
31 | CCOC(=O)C1C(=O)CC(C)(O)C(C(=O)OCC)C1c1cccc(OC(F)(F)C(F)F)c1 (centres undefined) | 3% | ? | 0% | -4% | 11% | 0% | 2% | -4% | -3% | -6%
34 | CC1CN(c2oc(-c3ccco3)nc2C#N)CC(C)O1 (centres undefined) | 0% | ? | -4% | -10% | -27% | 32µM* | -1% | -5% | 0% | -2%
32 | CCOc1ccccc1Nc1nnc(SCc2ccc(C(=O)OC)o2)s1 | -9% | ? | -5% | 1% | 11% | -29% | 1% | 6% | 8% | 2%
